# KCNQ2 inh – KCNQ2 potassium channel inhibitors, primary screen, cell-based, CHO-K1, FluxOR thallium flux, B-score (AID 2156); Potassium voltage-gated channel subfamily KQT member 2 (Rattus norvegicus), O88943; 20 min; hits give low values; B-score at 10 µM; 1.1% of 310,000 active;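 active = fluorescence ratio B-score at most minus 3 library SDs, with starting brightness B-score within 2 library SDs, cut at about -5.5 in these data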
# STK33 kinase inh – inhibitors of purified STK33 kinase, primary screen, biochemical, ADP-Glo luminescence, homogeneous, cell-free; MBP phosphorylation; inhibition, % at 10 µM; Serine/threonine-protein kinase 33 (Homo sapiens), Q9BYT3; 0.073% of 320,000 active;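 active = inhibition at or above 25%, using the most active replicate where run in duplicate; inactive = inhibition below 25%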
# Target sequence (Q9BYT3 whole entry, looked up): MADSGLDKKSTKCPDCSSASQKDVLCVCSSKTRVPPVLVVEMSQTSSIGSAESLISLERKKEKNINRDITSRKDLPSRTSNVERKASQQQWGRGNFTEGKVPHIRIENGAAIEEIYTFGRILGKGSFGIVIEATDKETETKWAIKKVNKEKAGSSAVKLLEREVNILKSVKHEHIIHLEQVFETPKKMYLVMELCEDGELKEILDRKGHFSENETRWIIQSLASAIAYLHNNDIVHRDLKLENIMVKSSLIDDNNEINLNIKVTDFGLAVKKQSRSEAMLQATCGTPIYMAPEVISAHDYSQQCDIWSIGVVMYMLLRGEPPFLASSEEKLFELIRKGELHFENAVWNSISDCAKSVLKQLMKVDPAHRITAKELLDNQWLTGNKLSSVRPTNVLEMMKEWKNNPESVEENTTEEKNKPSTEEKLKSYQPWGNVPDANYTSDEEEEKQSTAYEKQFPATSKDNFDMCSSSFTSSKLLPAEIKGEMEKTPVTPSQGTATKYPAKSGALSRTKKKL
# Kir21 block – inhibitors of mouse Kir2.1 inward-rectifier potassium channel; Inward rectifier potassium channel 2 (Mus musculus), P35561; HEK293-Kir2.1, FluxOR thallium flux fluorescence; hits give low values; B-score at 10 µM; 0.85% of 310,000 active; AID 1672, 2009;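 active = fluorescence ratio B-score at or below minus 3 SD of library scores, with starting-brightness B-score within 2 SD, cut at about -4.2 in these data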;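 note: channel flux triggered by added potassium and thallium sulfate stimulus; B-score of peak minus minimum fluorescence over baseline after thallium stimulus; more negative B-score means stronger Kir2.1 block with less thallium influx; some compounds called inactive have numbers as strong as hits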
# Target sequence (P35561 whole entry, looked up): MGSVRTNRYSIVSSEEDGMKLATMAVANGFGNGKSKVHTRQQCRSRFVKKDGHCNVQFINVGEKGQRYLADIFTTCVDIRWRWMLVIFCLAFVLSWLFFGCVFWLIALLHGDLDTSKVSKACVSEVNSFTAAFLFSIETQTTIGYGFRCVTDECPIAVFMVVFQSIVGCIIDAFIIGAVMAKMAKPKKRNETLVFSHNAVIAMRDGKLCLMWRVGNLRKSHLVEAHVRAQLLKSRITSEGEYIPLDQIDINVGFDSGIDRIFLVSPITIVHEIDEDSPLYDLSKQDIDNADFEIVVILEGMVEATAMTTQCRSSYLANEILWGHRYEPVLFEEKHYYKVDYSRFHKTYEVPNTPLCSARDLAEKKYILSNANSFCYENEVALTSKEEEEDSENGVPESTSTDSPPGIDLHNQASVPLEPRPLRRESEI
# * = called active by the depositor; i = inactive; . = no result given.
KCNQ2 inh,STK33 kinase inh,Kir21 block,Compound
i,-1.1,-0.11,COC(=O)C1C(O)=C(C(C)=Nc2cccc3ccccc23)C(=O)CC1(C)C (stereo not given)
i,-2.8,-0.04,Cc1cc(NC(=O)CCC(=O)N(CCC(C)C)C(C(=O)NC2CCCC2)c2ccccc2C)no1 (stereo not given)
i,0.2,0.97,O=C(CN1CCCc2ccccc21)N/N=C/c1ccccc1O
i,-0.9,1.3,Cc1cccc(NC2=NC3(CCCCC3)N=C(N)N2)c1C
i,-0.5,0.68,COc1cc(/C=N/O)cc(Br)c1OCc1ccc(Cl)cc1
i,1.5,0.58,CCOC(=O)Nc1ccc2c(c1)N(C(=O)CNC)c1ccccc1CC2
i,-1.2,2.1,N#Cc1c(Cn2cncn2)nc(=O)n(-c2ccc(Cl)cc2)c1N
i,0.4,-2.7,O=C(CCc1c[nH]c2ccccc12)NCc1ccco1
i,0.7,-5.7,COc1ccc(C(=O)/C=C/c2ccc(N(C)C)cc2)c(OC)c1
i,-2.3,0.08,CC(C)(C)NC(=O)CCC1COc2ccccc2O1 (stereo not given)
i,0.7,0.1,Cc1cc(S(=O)(=O)N2CCOCC2)ccc1OCC(=O)NCCCn1ccnc1
i,.,-0.32,COc1ccc(CC(=O)Nc2ccc(C(=O)Nc3nccs3)cc2)cc1OC
i,-0.7,-0.01,CC(=O)c1ccc(Nc2cc(C)nc3c(C)cc(C)cc23)cc1
i,-1.9,-0.2,CC(=O)c1c(C)[nH]c(C(=O)CSc2nnc(-c3ccccc3)n2Cc2ccc3c(c2)OCO3)c1C
i,-1.7,-0.03,OCCC1CN(Cc2nc3c(s2)CCCC3)CCN1Cc1ccsc1 (stereo not given)
i,-0.2,0.01,Cc1cccc(OCc2nnc(SCC(=O)c3cccs3)n2C)c1C
i,-0.8,-0.03,O=C(COc1ccc(Cl)cc1)NCCS(=O)(=O)N1CCN(c2ccc(F)cc2)CC1
i,-0.6,0.85,CC(C)(O)C(=O)N=Nc1c(O)[nH]c2ccccc12
i,0.8,0.45,CCOC(=O)N1CCN(Cc2nc3c(c(=O)n(C)c(=O)n3C)n2Cc2ccc(F)cc2)CC1
i,-0.8,2.6,CCOC(=O)/C=c1\s/c(=C\c2ccc3c(c2)OCCO3)c(=O)n1CC(=O)NCC1CCCO1 (stereo not given)
i,.,-0.39,Fc1ccc(-c2cnn3c(-c4cccs4)ccnc23)cc1
i,-0.2,-0.69,O=C(C1CCCCC1)N(CCN1CCCC1)c1nc2ccccc2s1
i,-0.7,0.22,O=C(NC12CC3CC(CC(C3)C1)C2)C12CC3CC(C1)CC(n1cnc(Cl)n1)(C3)C2
i,-0.5,0.55,CC(C)C(=O)Nc1ccccc1C(=O)OCC(=O)c1ccc2c(c1)OCCO2
i,-0.1,-0.72,O=C(c1cnn2c(C(F)(F)F)cc(-c3ccco3)nc12)N1CCCCCC1

# Ordered by number of heavy atoms (smallest number first): part of the list above.
KCNQ2 inh,STK33 kinase inh,Kir21 block,Compound
i,0.7,-5.7,COc1ccc(C(=O)/C=C/c2ccc(N(C)C)cc2)c(OC)c1
i,-1.7,-0.03,OCCC1CN(Cc2nc3c(s2)CCCC3)CCN1Cc1ccsc1 (stereo not given)
i,-1.1,-0.11,COC(=O)C1C(O)=C(C(C)=Nc2cccc3ccccc23)C(=O)CC1(C)C (stereo not given)
i,-2.8,-0.04,Cc1cc(NC(=O)CCC(=O)N(CCC(C)C)C(C(=O)NC2CCCC2)c2ccccc2C)no1 (stereo not given)

# Following part:
KCNQ2 inh,STK33 kinase inh,Kir21 block,Compound
i,-0.6,1.8,CC(=O)c1ccc(OCCCC(=O)NC2CCCCC2C)cc1 (stereo not given)
i,0.2,-0.18,CSc1ccccc1C(=O)NC1CCCC1
i,-0.3,0,CS(=O)(=O)c1nc(S(=O)(=O)c2ccc(Cl)cc2)c(NCCCN2CCOCC2)s1
i,-2.0,-0.89,Cc1nc2ccc(C(C(F)(F)F)(C(F)(F)F)C(F)(F)F)cc2[nH]1
i,-1.2,0.98,Cc1ccc([N+](=O)[O-])c(NC(=O)COC(=O)C2CC3CCCC(C2)C3=O)c1C (stereo not given)
i,-1.0,1.2,C/C(Cn1cnc([N+](=O)[O-])n1)=N\NC(=O)c1ccccc1O
i,1.5,0.32,CC(=O)Nc1nc(NC(=O)/C=C/c2ccccc2)n(-c2ccccc2)n1
i,.,-0.32,Cc1cc(C)nc(/N=C(\N)Nc2ccc(S(=O)(=O)O)cc2)n1
i,0.1,-1.5,COc1ccc2c(OC)cc(=O)n(C)c2c1
i,-0.3,-0.58,O=[N+]([O-])c1ccc(NC(=S)N2CCc3ccccc32)cc1
i,-1.3,-1.1,Cc1ccc(-c2nnc(-c3cccc(NC(=O)c4cccs4)c3)o2)cc1
i,1.2,1.2,CC(C)(C)c1cc(C(=O)O)nn1-c1ccccc1
i,-1.1,-1.8,Cc1ccc(OCCC(=O)OCC(=O)N2CCN(S(=O)(=O)c3ccc(C)cc3)CC2)cc1
i,0.4,-1,O=C(O)c1cccc(NS(=O)(=O)c2cccc3cccnc23)c1
i,-1.7,1.5,CCOC(=O)c1sc(NC(=O)CSc2nc3cccnc3n2C)nc1C
i,-0.9,-0.59,CN(c1ccc(C(=O)N2CCN(Cc3ccc4c(c3)OCO4)CC2)cc1)S(C)(=O)=O
i,-1.0,-0.54,CC1CC(C)(C)n2c(O)c(N=NC(N)=S)c3cccc1c32 (stereo not given)
i,-0.6,-0.68,Cc1ccc(S(=O)(=O)NCC(=O)OCC(=O)N(Cc2ccccc2)C(C)(C)C)cc1
i,-1.0,-0.04,COc1ccc2c(c1OC)C(=O)OC2Nc1nc2ccccc2s1 (stereo not given)
i,-1.8,0.85,CC1CCCN(S(=O)(=O)c2ccc(C(=O)Nc3ccccc3-c3nc4ccccc4[nH]3)cc2)C1 (stereo not given)
i,1.0,1.1,COc1ccc(N2CCN(c3ccc(C(N)=O)cc3[N+](=O)[O-])CC2)cc1
i,.,0.47,NC(=O)c1sc2nc3c(c(-c4cccs4)c2c1N)CCCC3
i,-1.6,0.04,Cc1c(C(=O)Nc2c3c(nn2C(C)(C)C)CS(=O)(=O)C3)cccc1[N+](=O)[O-]
i,-1.9,-0.09,O=C(c1cnn2c1NC(c1ccc(Br)cc1)CC2C(F)(F)F)N1CCN(C23CC4CC(CC(C4)C2)C3)CC1 (stereo not given)
i,-0.2,0.41,CC(=O)c1[nH]c(C)c(C(C)=O)c1C
i,0.2,1.6,COc1ccc(C(=O)N/N=C(\C)CC(=O)Nc2ccc3c(c2)OCCO3)c(OC)c1
i,-0.6,0.06,COc1ccc(-n2c3c(c(=O)[nH]c2=O)C(C(F)(F)F)(C(F)(F)F)N=C(CC(C)C)N3)cc1
i,0.1,0,Cc1ccc(C(=O)N2CCN(S(=O)(=O)N3CCCCCC3)CC2)cc1
i,-0.5,-0.06,CCC(C(=O)NC1CCCC1)N(C(=O)Cn1nnc(-c2ccc(C)o2)n1)c1cccc(O)c1 (stereo not given)
i,0.3,-1.5,Cc1ccccc1C(=O)Nc1ccc2c(c1)OCO2
i,0.1,0.54,COc1ccc(-c2cc(C3CCN(c4ncccc4[N+](=O)[O-])CC3)[nH]n2)cc1
i,-1.1,0,CC(C)CCNC(=O)C1CCN(S(=O)(=O)c2ccc3c(c2)CC(C)N3C(=O)C2CCC2)CC1 (stereo not given)
i,-0.5,-0.03,O=C(/C=C/c1cccc([N+](=O)[O-])c1)N1CCN(c2ccccn2)CC1
i,-1.0,-0.62,O=C(c1ccccn1)N1CCCC(N2CCN(c3ccc(F)cc3)CC2)C1 (stereo not given)
i,-1.1,-0.46,Cc1ccc2ncccc2c1NS(=O)(=O)c1ccccc1
i,-0.6,1.9,Nc1c(N(CCC2=CCCCC2)C(=O)c2ccco2)c(=O)[nH]c(=O)n1Cc1ccccc1
i,-1.2,1.6,CN(C)S(=O)(=O)c1ccc(NC(=O)C2CCCN(C(=O)c3ccc(Cl)cc3)C2)cc1 (stereo not given)
i,-0.3,0.19,COc1ccc(NC(=O)CCNC(=O)Cn2ccc3ccccc3c2=O)cc1OC
-7.7*,-0.4,0.12,CCOC(=O)C(CSCC(=O)c1ccc(Cl)cc1Cl)NC(=O)OC(C)(C)C (stereo not given)
i,-0.6,-1.6,CCCSc1nnc(CSc2nc(C)cc(C)n2)n1C
i,-1.3,-1.2,COc1cc(S(=O)(=O)NCc2cccnc2)c(OC)cc1Br
i,-2.2,0.02,CC(C)[C@H](NC(=O)NCc1ccc(F)cc1)C(=O)O
i,1.0,0.54,CC(=O)Nc1cccc(C(=O)NC(C)c2ccc(-n3ccnc3)cc2)c1 (stereo not given)
i,1.5,0.03,Cc1ccccc1/C=N/Nc1nc2ccccc2[nH]1
i,8.7,-0.68,O=C(N/N=C\c1cccnc1)c1ccc(Br)s1
i,-0.8,0.01,Cc1cccc(NC(=O)CSc2nc(=O)n3ccccc3n2)c1C
i,4.3,0.93,CC(OC(=O)/C=C/c1ccccc1Cl)C(=O)NC1CCCCC1C (stereo not given)
i,2.0,-0.02,CCNCCC(=O)N1c2ccccc2Sc2ccc(NC(=O)OCC)cc21
i,-0.3,1.4,CC1=C(C(=O)Nc2ccccc2C(=O)NC2CCCCC2)SCCO1
i,-1.7,2.7,Cc1noc(C)c1S(=O)(=O)N(C)Cc1ccccc1

# Next part:
KCNQ2 inh,STK33 kinase inh,Kir21 block,Compound
i,-1.0,2.8,O=[N+]([O-])c1ccc(N2CCN(c3ccccc3O)CC2)cc1
i,8.7,0.05,CCn1cnc2scc(-c3ccccc3)c2c1=O
i,0.8,0.83,Cc1cccc(NC(=O)c2cccc(NC(=O)c3ccco3)c2)c1C
i,-0.4,0.33,CCc1ccc(OCCCC(=O)Nc2ccc(S(N)(=O)=O)cc2)cc1
i,-0.9,-0.67,COc1ccccc1NC(=O)C1=C(C)NC(=O)NC1c1ccc(C)s1 (stereo not given)
i,0.9,1.5,Cc1ccc(S(=O)(=O)N2CCN(C(=O)c3ccccc3-c3nc4ccccc4s3)CC2)c(C)c1
i,-1.4,-0.13,COc1ccc(/C(O)=C2/C(=O)C(=O)N(CC3CCCO3)C2c2cccc(O)c2)cc1 (stereo not given)
i,-0.3,2.4,O=C(COC(=O)Cc1ccccc1F)NNC(=O)c1ccc(Cl)cc1
i,-1.0,-1.5,CC1(c2ccccc2)NC(=O)N(CC(=O)Nc2ccccc2C(=O)N2CCCCC2)C1=O (stereo not given)
i,-1.0,-0.03,Cn1nc(C(=O)OCC(=O)Nc2ccc3ccccc3c2)c2ccccc2c1=O
i,1.1,0.99,COc1ccc(C2CC(c3c(Cl)cccc3Cl)n3nc(N)nc3N2)cc1 (stereo not given)
i,-0.4,-0.49,CCC(C)(C)NC(=O)C(c1cccn1C)N(Cc1ccc(C)cc1)C(=O)Cn1nnc2ccccc21 (stereo not given)
i,.,-0.25,COc1ccc(C(C(=O)NCC2CCCO2)N(C(=O)c2snc(C(N)=O)c2N)c2ccc(C)cc2)cc1OC (stereo not given)
i,-3.3,0.03,COc1ccc(NC(=O)Cn2c(-c3ccc(OC)cc3)cn(-c3ccc(C)cc3)c2=O)cc1
i,4.4,-1.4,COc1ccc(NC(=O)COC(=O)Cc2c(F)cccc2Cl)cc1
i,2.5,-0.02,N#Cc1c(NC(=O)CSc2ncc(-c3ccccc3)n2CC2CCCO2)sc2c1CCCC2 (stereo not given)
i,-1.4,-0.42,O=C(CN1N=C(c2ccc(Cl)cc2)CCC1=O)NCc1cccnc1
i,1.9,-0.88,COc1cc(CN2CCN(C3CCC3)CC2CCO)cc(OC)c1 (stereo not given)
i,0.9,-0.96,CC(=O)c1ccc(N2CCN(C(=O)C3CCN(S(=O)(=O)c4ccc5c(c4)CC(C)N5C(C)=O)CC3)CC2)cc1 (stereo not given)
-6.5*,0.6,0.77,Cc1ccc(C(C)C)c(OCC(=O)NC(=S)Nc2ccccc2N2CCOCC2)c1
i,-0.2,0,CCOC(=O)C1CCN(C(=O)C2(NC(=O)Nc3ccccc3Cl)CCCCC2)CC1
i,-0.5,-0.01,O=C(COC(=O)/C=C/c1ccco1)NCc1ccc2c(c1)OCO2
i,-0.9,-0.75,Cc1cc(Oc2ccc(Cl)cc2)nc(SCC(=O)c2ccccc2)n1
-5.9*,1.1,-0.02,COc1cc(CNC(=O)c2cccc(COc3ccc(Cl)cc3)c2)cc(OC)c1
i,-1.2,0.32,CCOC(=O)CC(=O)CSc1nc2c(c(C)c1C#N)CCC2
i,-0.4,-0.64,CC(=O)Nc1ccc(NC(=O)COc2c(C)cc(Br)cc2C)cc1
i,0.3,-3.2,CCn1c(SCC(N)=O)nc2c(c1=O)C1(CCCC1)Cc1ccccc1-2
i,-0.8,0.38,CC(C)CC(=O)Nc1c2c(nn1-c1ccc(F)cc1)CS(=O)(=O)C2
i,-0.3,-0.66,CC(C)OC(=O)CCNc1n[nH]c(=O)[nH]c1=O

# Single records (already shown). Order of values: KCNQ2 inh, STK33 kinase inh, Kir21 block
# `Cc1cc(S(=O)(=O)N2CCOCC2)ccc1OCC(=O)NCCCn1ccnc1` is listed with i, 0.7, 0.1
# `COc1ccc(-c2cc(C3CCN(c4ncccc4[N+](=O)[O-])CC3)[nH]n2)cc1` is listed with i, 0.1, 0.54
# `O=C(COC(=O)/C=C/c1ccco1)NCc1ccc2c(c1)OCO2` is listed with i, -0.5, -0.01
# `COc1ccccc1NC(=O)C1=C(C)NC(=O)NC1c1ccc(C)s1` (stereo not given) is listed with i, -0.9, -0.67

# Screening data (PubChem BioAssay)
